Screening data: PubChem, The Scripps Research Institute Molecular Screening Center
OX1R antag-1: antagonists of human orexin 1 receptor | O43613 | AID 434989 | hit rate 0.43% among 330,000 | inhibition, % at 5 µM | CHO/OX1R cells, Fluo-8 calcium fluorescence, orexin A;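 active = inhibition above its plate's threshold, mean inhibition of all tested compounds on the plate plus 3 SD, cut at about 37% in these data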;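 note: 0% = orexin A challenge wells and 100% = SB-334867-A antagonist wells; not every result past the cut was called active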
Target sequence (O43613 whole entry, looked up): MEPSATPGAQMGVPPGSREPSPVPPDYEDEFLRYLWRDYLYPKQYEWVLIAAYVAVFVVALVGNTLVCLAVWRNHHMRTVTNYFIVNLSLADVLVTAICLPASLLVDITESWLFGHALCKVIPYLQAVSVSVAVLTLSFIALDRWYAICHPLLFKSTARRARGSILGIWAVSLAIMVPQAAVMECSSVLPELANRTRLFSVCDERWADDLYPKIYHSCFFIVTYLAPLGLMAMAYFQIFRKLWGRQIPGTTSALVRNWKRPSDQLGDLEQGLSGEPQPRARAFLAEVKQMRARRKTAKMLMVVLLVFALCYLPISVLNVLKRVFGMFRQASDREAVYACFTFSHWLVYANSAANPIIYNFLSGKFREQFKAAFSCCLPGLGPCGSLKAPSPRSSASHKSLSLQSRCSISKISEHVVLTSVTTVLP
OX1R antag-2: OX1R (human) antagonism. OX1R-expressing cells, FRET antagonist read-out. inhibition, % at 6.6 µM. hit rate 1.8% among 330,000. AID 485270; in the data active = inhibition mostly above about 38%, no sharp cut-off; inactive = mostly below about 40%;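 note: 0% = agonist challenge alone and 100% = reference antagonist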
An asterisk follows results filed as active.

`Cn1c(=O)[nH]c(=O)c2c1nc(N1CCOCC1)n2CCSc1nc2ccccc2[nH]1` gave OX1R antag-1 6 and OX1R antag-2 2.
Screening COc1cc(C(=O)NNC(=O)c2cc(-c3ccccc3)n[nH]2)cc(OC)c1C returned OX1R antag-1 -13 and OX1R antag-2 12.
For COc1cccc(CNC(=O)Cn2c(=O)n(CCC(=O)N3CCCCC3)c(=O)c3sccc32)c1 the results were OX1R antag-1 -6 and OX1R antag-2 -9.
Nc1ncnc2c1ncn2[C@@H]1O[C@H](CNS(=O)(=O)CCCCl)[C@@H](O)[C@H]1O was read as OX1R antag-1 3 and OX1R antag-2 0.
Cc1cccc(NC(=O)CN2CCCN(S(=O)(=O)c3ccc(Br)s3)CC2)c1 was read as OX1R antag-1 7 and OX1R antag-2 28.
For O=C(O)/C=C/c1ccc(S(=O)(=O)Nc2ccc(C(=O)NCC(=O)O)cc2)cc1 the results were OX1R antag-1 -11 and OX1R antag-2 13.
Screening Cc1ccc(C)c(NC(=O)COC(=O)CCNC(=O)c2ccco2)c1 returned OX1R antag-1 -13 and OX1R antag-2 1.
Screening Fc1ccc(/C=N/N2CCCCC2)c(F)c1 returned OX1R antag-1 -4 and OX1R antag-2 -4.
Cc1ccc(S(=O)(=O)N(CC(=O)O)Cc2ccco2)cc1 was read as OX1R antag-1 -8 and OX1R antag-2 16.
For COC(=O)c1ccccc1NC(=O)CSc1nc2cccnc2n1C the results were OX1R antag-1 -11 and OX1R antag-2 60.
Screening Cc1[nH]c2ccccc2c1/C=N/n1cnnc1 returned OX1R antag-1 -14 and OX1R antag-2 4.
For CCCn1c(C)cs/c1=N\C(=S)Nc1ccccc1 the results were OX1R antag-1 6 and OX1R antag-2 7.
`CCOC(=O)c1c(C)[nH]c(C)c1C(=O)COC(=O)/C=C/c1ccc(OC(F)F)cc1` gave OX1R antag-1 -12 and OX1R antag-2 21.
`O=C(N/N=C/c1cn(-c2ccccc2)nc1-c1ccccc1)c1ccco1` gave OX1R antag-1 -21 and OX1R antag-2 18.
For C=CCc1cc(Cl)ccc1OCCN(C)C the results were OX1R antag-1 -10 and OX1R antag-2 0.
`O=C(Cn1nnc(-c2ccc(S(=O)(=O)N3CCCC3)cc2)n1)NCC1CCCO1` (centres undefined) gave OX1R antag-1 4 and OX1R antag-2 16.
CN(C)CCCNC(=O)c1cc(C(=O)c2ccccc2F)c[nH]1 was read as OX1R antag-1 -7 and OX1R antag-2 7.
For Cc1cc(C)n2nc(CC(=O)NNC(=O)COc3cccc(C)c3C)nc2n1 the results were OX1R antag-1 -16 and OX1R antag-2 11.
COc1ccc(NC(=O)Nc2ccccc2F)c(C)c1 was read as OX1R antag-1 1 and OX1R antag-2 9.
Screening Cc1ccc(-c2cc(C(=O)Nc3ccccc3C(N)=O)c3ccccc3n2)o1 returned OX1R antag-1 -25 and OX1R antag-2 8.
For CC(=O)N1c2ccc(S(=O)(=O)NCC3CCC(C(=O)Nc4ccc(C)cn4)CC3)cc2CC1C (centres undefined) the results were OX1R antag-1 -24 and OX1R antag-2 16.
`COc1cc(C(CCN2CCCC2)c2c(OC)cc(OC)c3c(-c4ccccc4)cc(=O)oc23)cc(OC)c1OC` (centres undefined) gave OX1R antag-1 -3 and OX1R antag-2 25.
`COc1ccc(C(=O)CC(=O)C(=O)Nc2cc(C)ccc2C)cc1` gave OX1R antag-1 -29 and OX1R antag-2 -1.
`O=S(=O)(c1ccccc1)N1N=C(c2ccccc2)CC1c1ccco1` (centres undefined) gave OX1R antag-1 -3 and OX1R antag-2 8.
For O=C(O)c1ccoc1CN1CCCCC1 the results were OX1R antag-1 -6 and OX1R antag-2 7.
`CCCc1cc(C(=O)Nc2cccc(C(C)=O)c2)no1` gave OX1R antag-1 -17 and OX1R antag-2 23.
Screening CCN(c1ccccc1)S(=O)(=O)c1ccc(Cl)c(C(=O)OCC(=O)c2[nH]c(C)c(C(C)=O)c2C)c1 returned OX1R antag-1 -22 and OX1R antag-2 22.
`COC(=O)c1ccc(Nc2cc(C)nc3ccc(C)cc23)cc1` gave OX1R antag-1 -22 and OX1R antag-2 14.
Screening Fc1cccc(CN2CCC(Cc3ccccc3)CC2)c1 returned OX1R antag-1 -16 and OX1R antag-2 4.
Screening COC(=O)Cc1[nH]c(Cl)nc1C(N)=O returned OX1R antag-1 -10 and OX1R antag-2 15.
`COc1ccc(NC(=O)COC(=O)Cn2nnc3ccccc32)cc1` gave OX1R antag-1 -10 and OX1R antag-2 2.
Screening Cc1cc(NC(=O)CSc2nnc3c(C)cc4ccccc4n23)no1 returned OX1R antag-1 -13 and OX1R antag-2 5.
For N/C(=N\OC(=O)CCC1CCCCC1)c1cccnc1 the results were OX1R antag-1 2 and OX1R antag-2 5.
Screening O=C(Nc1cccc(C(=O)N2CCCC2)c1)c1ccccc1Cl returned OX1R antag-1 -18 and OX1R antag-2 19.
For CN1CCC(N(C)S(=O)(=O)c2ccc(NC(=O)COc3ccc(Cl)cc3)cc2)CC1 the results were OX1R antag-1 15 and OX1R antag-2 5.
COc1ccc(/C=C/C(=O)Nc2ccc3c(c2)CCC3)cc1OC was read as OX1R antag-1 22 and OX1R antag-2 73*.
`COCC(C)NC(=O)CSc1nnc(-c2cccc(S(=O)(=O)N3CCCCC3)c2)o1` (centres undefined) gave OX1R antag-1 -9 and OX1R antag-2 15.
O=C(NC1CC1)c1ccc(Cl)c(S(=O)(=O)N2CCOCC2)c1 was read as OX1R antag-1 -2 and OX1R antag-2 18.
`CSc1nc(N)nc2c1ncn2CC(=O)NCCCN1CCCC1=O` gave OX1R antag-1 5 and OX1R antag-2 -7.
For COc1ccc(Cl)cc1NC(=O)CSc1nc2sccc2c(=O)[nH]1 the results were OX1R antag-1 -17 and OX1R antag-2 63*.
Cc1ccc(-c2nnc(SCC(=O)NNC(=O)COc3ccccc3C)n2C)cc1 was read as OX1R antag-1 -11 and OX1R antag-2 11.
Screening COC(=O)C1=NN(c2ccccc2OC)C2C(=O)N(c3ccccc3OC)C(=O)C12 (centres undefined) returned OX1R antag-1 -24 and OX1R antag-2 6.
Screening COc1ccnc(Oc2ccc(F)cc2)c1C(=O)N/C=N/OCc1ccccc1 returned OX1R antag-1 3 and OX1R antag-2 19.
For O=C(Nc1ncccc1O)c1ccc2c(c1)OCCO2 the results were OX1R antag-1 -11 and OX1R antag-2 11.
CCn1c(SCC(=O)NC2CCS(=O)(=O)C2)nnc1-c1ccccc1 (centres undefined) was read as OX1R antag-1 -1 and OX1R antag-2 -1.
Screening Cc1nc2c(Cl)c(C)nn2c2c1CCC2 returned OX1R antag-1 5 and OX1R antag-2 9.
COc1ccc(-c2nn(-c3ccccc3)cc2C2CC(c3cccs3)=NN2C(=O)CCCC(=O)O)cc1 (centres undefined) was read as OX1R antag-1 0 and OX1R antag-2 9.
CCOc1ccc(OCCSc2nc3ccccc3n2CC(=O)O)cc1 was read as OX1R antag-1 11 and OX1R antag-2 28.
CCOC(=O)c1[nH]c2ccccc2c1NC(=O)CN(C)C was read as OX1R antag-1 -7 and OX1R antag-2 26.
`Cc1ccc(C(=O)COC(=O)c2nc3nccc(C)n3n2)c(C)c1` gave OX1R antag-1 -12 and OX1R antag-2 1.
`Nn1c(SCC(=O)NCc2ccccc2)nnc1C1CC1` gave OX1R antag-1 -12 and OX1R antag-2 5.
`O=C(Nc1ccc(N2CCN(C(=O)c3ccccc3)CC2)cc1)c1ccc2c(c1)OCCO2` gave OX1R antag-1 -5 and OX1R antag-2 26.
`COc1ccccc1CCNC(=O)CSc1ccc(-c2cccs2)nn1` gave OX1R antag-1 -5 and OX1R antag-2 32.
`O=C(N/N=C/c1ccc(O)c(O)c1)c1cc(-c2ccccc2)nc2ccccc12` gave OX1R antag-1 -22 and OX1R antag-2 -8.
`CCN(CC)C(=O)C1=C(C)NC(=S)NC1c1cccs1` (centres undefined) gave OX1R antag-1 10 and OX1R antag-2 10.
Screening CSc1nc2ncc(-c3ccsc3)c(N)n2n1 returned OX1R antag-1 -12 and OX1R antag-2 6.
For COCc1cc(C)nc(OCC(=O)N/N=C/c2ccc(C)cc2)c1C#N the results were OX1R antag-1 -19 and OX1R antag-2 9.
Screening COc1ccc(S(=O)(=O)NCCc2c(C)nn(C)c2Oc2ccccc2)cc1 returned OX1R antag-1 -38 and OX1R antag-2 14.
Screening COCCn1ccc(O)c(Cc2ccccc2)c1=O returned OX1R antag-1 -14 and OX1R antag-2 4.
For C/C(=N\Nc1ncc(Br)cn1)c1cccc([N+](=O)[O-])c1 the results were OX1R antag-1 -10 and OX1R antag-2 1.
`COc1ccccc1CNC(=O)/C(C#N)=C/c1ccc(OC)c(OC)c1OC` gave OX1R antag-1 -36 and OX1R antag-2 17.
For CC(=O)c1c(C)[nH]c(C(=O)N2CCc3ccccc32)c1C the results were OX1R antag-1 -20 and OX1R antag-2 26.
For COc1ccc(Cn2nnc3c(=O)[nH]c(C4CCN(S(=O)(=O)c5ccc(C)cc5)CC4)nc32)cc1 the results were OX1R antag-1 -34 and OX1R antag-2 25.
Screening COC(=O)N/N=C/C1=CCC2CC1C2(C)C (centres undefined) returned OX1R antag-1 -27 and OX1R antag-2 2.
For Cc1ccc(CN2C3CCCC2CC(NC(=O)c2ccc(C)cc2)C3)cc1 (centres undefined) the results were OX1R antag-1 -38 and OX1R antag-2 11.
`COc1ccccc1-c1nc(SCC(=O)O)n[nH]1` gave OX1R antag-1 3 and OX1R antag-2 26.
COC(=O)c1cc(S(=O)(=O)NCC2CCN(Cc3ccc(C)cc3)CC2)cn1C was read as OX1R antag-1 -15 and OX1R antag-2 11.
COc1ccccc1CNC(=O)COC(=O)c1ccc(C)c(S(=O)(=O)N2CCOCC2)c1 was read as OX1R antag-1 -30 and OX1R antag-2 16.
For CCOC(=O)CSC1=N/C(=C/c2ccc(-n3cncn3)cc2)C(=O)N1C(C)=O the results were OX1R antag-1 -5 and OX1R antag-2 65*.
`O=C1CN(C(=O)CSc2nc3cc(Cl)ccc3c(=O)n2Cc2ccccc2)c2ccccc2N1` gave OX1R antag-1 -7 and OX1R antag-2 0.
`CCCN=C(N)/C(C(=O)OCC)=C(\O)c1ccc(OC)cc1` gave OX1R antag-1 -33 and OX1R antag-2 13.
`CCC(CO)Oc1cc(NCc2ccc(C(F)(F)F)cc2)c2ncn(C(C)C)c2c1` (centres undefined) gave OX1R antag-1 -18 and OX1R antag-2 5.
Cc1nnc(NC(=O)c2cccc(NC(=O)C(C)C)c2)s1 was read as OX1R antag-1 -4 and OX1R antag-2 9.
For Cc1c(C(=O)O)cccc1-c1ccc(/C=N/Nc2ccc(Br)cc2)o1 the results were OX1R antag-1 6 and OX1R antag-2 22.
`COc1ccc(CCNC(=O)/C=C/c2ccc(S(=O)(=O)N3CCOCC3)cc2)cc1` gave OX1R antag-1 23 and OX1R antag-2 -1.

12 compounds from above, sorted by count of non-hydrogen atoms, highest first.
For COc1ccc(Cn2nnc3c(=O)[nH]c(C4CCN(S(=O)(=O)c5ccc(C)cc5)CC4)nc32)cc1 the results were OX1R antag-1 -34 and OX1R antag-2 25.
`O=C1CN(C(=O)CSc2nc3cc(Cl)ccc3c(=O)n2Cc2ccccc2)c2ccccc2N1` gave OX1R antag-1 -7 and OX1R antag-2 0.
COc1ccccc1CNC(=O)COC(=O)c1ccc(C)c(S(=O)(=O)N2CCOCC2)c1 was read as OX1R antag-1 -30 and OX1R antag-2 16.
`COc1ccc(CCNC(=O)/C=C/c2ccc(S(=O)(=O)N3CCOCC3)cc2)cc1` gave OX1R antag-1 23 and OX1R antag-2 -1.
COC(=O)c1cc(S(=O)(=O)NCC2CCN(Cc3ccc(C)cc3)CC2)cn1C was read as OX1R antag-1 -15 and OX1R antag-2 11.
`COc1ccccc1CNC(=O)/C(C#N)=C/c1ccc(OC)c(OC)c1OC` gave OX1R antag-1 -36 and OX1R antag-2 17.
For Cc1ccc(CN2C3CCCC2CC(NC(=O)c2ccc(C)cc2)C3)cc1 (centres undefined) the results were OX1R antag-1 -38 and OX1R antag-2 11.
For Cc1c(C(=O)O)cccc1-c1ccc(/C=N/Nc2ccc(Br)cc2)o1 the results were OX1R antag-1 6 and OX1R antag-2 22.
`CCCN=C(N)/C(C(=O)OCC)=C(\O)c1ccc(OC)cc1` gave OX1R antag-1 -33 and OX1R antag-2 13.
For CC(=O)c1c(C)[nH]c(C(=O)N2CCc3ccccc32)c1C the results were OX1R antag-1 -20 and OX1R antag-2 26.
`COc1ccccc1-c1nc(SCC(=O)O)n[nH]1` gave OX1R antag-1 3 and OX1R antag-2 26.
Screening COC(=O)N/N=C/C1=CCC2CC1C2(C)C (centres undefined) returned OX1R antag-1 -27 and OX1R antag-2 2.

Going on with the list.
O=C(O)c1cc(NCc2ccc(F)cc2)ccc1N1CCOCC1 was read as OX1R antag-1 -4 and OX1R antag-2 12.
Screening CCc1ccc(Nc2nc(N)nc(CSc3nc4ccccc4s3)n2)cc1 returned OX1R antag-1 -41 and OX1R antag-2 7.
`Cc1ccc(-c2nnc(N)o2)cc1` gave OX1R antag-1 -4 and OX1R antag-2 10.
CCC(=O)NC(Nc1ccccn1)(C(=O)OC)C(F)(F)F (centres undefined) was read as OX1R antag-1 -7 and OX1R antag-2 2.
Screening CCOc1ccc(S(=O)(=O)n2nnc3ccccc32)cc1C returned OX1R antag-1 -6 and OX1R antag-2 9.
Screening CCn1c2ccccc2c2nnc(SCC(=O)Nc3c(C)n(C)n(-c4ccccc4)c3=O)nc21 returned OX1R antag-1 -20 and OX1R antag-2 37.
`CC(=O)c1c(O)cc(C(C)C)n(-c2ccccc2)c1=O` gave OX1R antag-1 -2 and OX1R antag-2 9.
C=CCn1c(CC(=O)OC)csc1=Nc1ccc(C(C)=O)cc1 was read as OX1R antag-1 -11 and OX1R antag-2 5.
For Cc1oc(-c2cccc(F)c2)nc1CN1CCCCC1CCn1cccn1 (centres undefined) the results were OX1R antag-1 -23 and OX1R antag-2 9.
